# RXFP1 antag – antagonists of human relaxin receptor RXFP1 | hit rate 0.59% among 350,000 | Q9HBX9 | activity change, negative = inhibition, % at 57.5 µM | HEK293-RXFP1, relaxin-stimulated cAMP HTRF, 30 min; stronger effect = lower value | AID 1259400;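 active = activity change of -60% or lower, but not beyond a set lower limit; inconclusive = change between -60% and -40%, or beyond the set limit; inactive = change above -40%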; also: % is scaled to controls: 0 for no effect and ±100 for the full control effect
# Target sequence (Q9HBX9 whole entry, looked up): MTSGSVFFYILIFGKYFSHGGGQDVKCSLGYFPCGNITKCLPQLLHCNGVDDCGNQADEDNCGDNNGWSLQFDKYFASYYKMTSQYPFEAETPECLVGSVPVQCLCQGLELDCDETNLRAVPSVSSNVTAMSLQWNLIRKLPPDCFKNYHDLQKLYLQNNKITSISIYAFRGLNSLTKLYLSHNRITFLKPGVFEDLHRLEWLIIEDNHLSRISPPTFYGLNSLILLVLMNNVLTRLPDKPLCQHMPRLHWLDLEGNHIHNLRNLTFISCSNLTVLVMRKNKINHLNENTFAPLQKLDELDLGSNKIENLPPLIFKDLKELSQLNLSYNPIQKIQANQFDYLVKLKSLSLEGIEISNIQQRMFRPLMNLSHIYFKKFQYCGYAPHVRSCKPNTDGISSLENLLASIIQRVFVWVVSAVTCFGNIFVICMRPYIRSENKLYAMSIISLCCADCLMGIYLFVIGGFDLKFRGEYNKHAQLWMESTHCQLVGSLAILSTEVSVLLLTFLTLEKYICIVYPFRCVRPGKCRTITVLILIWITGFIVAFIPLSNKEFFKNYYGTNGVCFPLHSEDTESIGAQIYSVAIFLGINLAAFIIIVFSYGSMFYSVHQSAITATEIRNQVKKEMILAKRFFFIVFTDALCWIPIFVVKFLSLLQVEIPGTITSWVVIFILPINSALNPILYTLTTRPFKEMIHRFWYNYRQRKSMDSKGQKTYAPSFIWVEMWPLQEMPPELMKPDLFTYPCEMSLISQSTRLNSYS
# RXFP1 ag – agonists of human relaxin receptor RXFP1; Q9HBX9; hit rate 0.3% among 370,000; HEK293T-RXFP1 cAMP TR-FRET, 30 min; response scale: percent of porcine relaxin response, buffer zero; Potency, µM (highest dose often 57.5 µM), inactives show top-dose activation, most hits filed as activators; AID 2676; also: potency is read from the fitted curve at half-maximal effect; % is scaled to controls: 0 for no effect and ±100 for the full control effect; nearly all actives have a fitted effect of over 60% in size; many of its hits are not listed in these tables
#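 Agonist response is measured as cAMP accumulation in an RXFP1-transfected HEK293T line under PDE4 inhibition. Values are scaled between buffer-only and 29 nM porcine relaxin, and EC50s come from standard Hill equation fits.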
# Vif-APOBEC3G blk – inhibitors of Vif-APOBEC3G interaction | Q9HC16 | HeLa A3G-eYFP + Vif (tagged APOBEC3G with the HIV-1 protein that degrades it), YFP fluorescence, overnight | Potency, µM (top dose mostly 46.1 µM), for inactives: top-dose activity, negative = active, actives largely listed as inhibitors | hit rate 0.076% among 410,000 | AID 602310;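 also: potency is read from the fitted curve at half-maximal effect; % is scaled to controls: 0 for no effect and ±100 for the full control effect; nearly all actives have a fitted effect of over 60% in size; hits raise eYFP signal because A3G escapes Vif-driven loss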
#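 Read-out is eYFP fluorescence (Ex 488/Em 500-530) from Vif-expressing HeLa A3G-eYFP cells; more signal means A3G escaped Vif-mediated degradation. Cells plated overnight, compound pinned in, incubated overnight at 37 deg C.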
# D1 ag – activates the human D1 dopamine receptor; P21728; HEK293 T-REx D1 cells, calcium flux, agonist mode; activation, % at 2 µM; hit rate 1% among 360,000; in the data active = activation above about 30%; also: 0% is about no effect
#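 Inducible HEK293 T-REx D1 cells, force-coupled to calcium signalling, were plated at 4000 cells/well with tetracycline and held overnight at 30 C. After no-wash calcium dye loading, compound-evoked calcium rise over 180 s flagged agonists.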
# Vif-APOBEC3F blk – inhibitors of Vif-A3F interaction; HeLa A3F-eYFP + Vif (tagged APOBEC3F with the HIV-1 protein that degrades it), YFP fluorescence increase; Potency, µM (series often up to 46.1 µM), inactives show top-dose activity, negative = active; hit rate 0.2% among 390,000; AID 602313; also: potency is read from the fitted curve at half-maximal effect; % of control where 0% means no effect; nearly all actives have a fitted effect of over 65% in size
#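 HeLa cells stably expressing Vif plus C-terminally eYFP-tagged A3F were seeded, incubated overnight at 37 deg C, dosed with compound, incubated overnight again at 37 deg C. Yellow fluorescence (Ex 488/Em 500-530) reported blocked Vif-mediated A3F-eYFP degradation.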
# D2 potentiator – positively modulates the human D2 dopamine receptor allosterically; HEK293 T-REx D2, calcium flux, EC20 dopamine potentiation; P14416; hit rate 0.34% among 340,000; potentiation, % at 10 µM;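 active = potentiation over 3 SD above the plate norm, cut at about 30% in these data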; also: 0% is about no effect
#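 Potentiation of an EC20 dopamine calcium response is measured in a force-coupled, tetracycline-inducible Hek293 Trex D2 line. Compound-only kinetic reads over 180 s flag agonists before dopamine addition.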
# Glioma ERSR ind – ER stress response induction in glioma. U87-MG GRP78 promoter luciferase reporter, 16 h. Potency, µM, for inactives: top-dose activation, usual class: activators. hit rate 0.02% among 420,000; also: potency is read from the fitted curve at half-maximal effect; series mostly up to about 76 µM; % of control where 0% means no effect; nearly all actives have a fitted effect of over 35% in size
#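 Stably transfected U87-MG glioma cells carrying a GRP78-based luciferase sensor; 16 h compound incubation. Luminescence end-point read 10 min after Bright-Glo addition at room temperature.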
# D1 antagonist – antagonists of human D1 dopamine receptor | P21728 | HEK293 TREx D1 cells, calcium flux, dopamine EC80; stronger effect = lower value | activity change, negative = inhibition, % at 10 µM | hit rate 3.2% among 360,000; in the data active = activity change below about -30%; also: % is scaled to controls: 0 for no effect and ±100 for the full control effect
#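 Inducible Hek293 Trex D1 cells (tetracycline, overnight, 30 C). Calcium dye 30–90 min RT. Antagonist mode: EC80 dopamine added after 180 s compound read.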
# D1 potentiator – enhances dopamine response at the human D1 receptor; AID 504651; potentiation, % at 10 µM; hit rate 0.036% among 360,000; HEK293 TREx D1 cells, calcium flux, dopamine EC20 potentiation; P21728; in the data active = potentiation above about 30%; also: 0% is about no effect
# Numbers without * were called inactive; ? = inconclusive; · = no result given; & = joins results of further samples. Unless noted, calls follow the shape of the dose curve; as a rule, active = well fitted curve in the direction sought with a large enough effect; inconclusive = small, poorly fitted or top-dose-only effect, or another doubt; inactive = no such curve, though single readings can be large; an effect the other way counts as inactive or inconclusive.
SMILES,RXFP1 antag,RXFP1 ag,Vif-APOBEC3G blk,D1 ag,Vif-APOBEC3F blk,D2 potentiator,Glioma ERSR ind,D1 antagonist,D1 potentiator
O=[N+]([O-])c1ccc(N2CCN(c3nc(-c4ccc(Cl)cc4)cs3)CC2)cc1,-9,0.5%,4%,1,-15%,3,-4%,-13,-4
Cc1ccc(C(=O)O/N=C/c2ccc3c(c2)OCO3)cc1,·,-1.2%,2%,6,7%,13,-2%,-67*,-10
CN(C)S(=O)(=O)c1ccc2c(c1)N(CC(=O)N1CCN(c3cccc(Cl)c3)CC1)CCS2,·,?,0%,6,3%,-4,-3%,2,1
CC(C)COc1ccc(Cc2cnc(N)nc2N)cc1,-3,-1.2%,-2%,10,-4%,-16,2%,4,-6
O=C(OCC(=O)c1cccc2ccccc12)c1ccc(CO)cc1,?,0.3%,-2%,7,?,-9,4%,-18,-4
Cn1nc(-c2ccc(C(=O)Nc3cccc(C(F)(F)F)c3)cc2)c2ccccc2c1=O,·,5.2%,1%,-1,-1%,-3,0%,10,-3
CCN(CC)C(=O)CSc1nnc(SCc2ccc(Cl)cc2)s1,4,0.1%,3%,7,3%,-5,1%,-11,-6
COc1ccc(-c2nnc(SCC(=O)N3CCOCC3)o2)cc1OC,0,2.6%,5%,1,1%,6,-4%,8,-2
Cc1onc(-c2ccccc2)c1C(=O)N1CCN(S(=O)(=O)c2ccccc2Br)CC1,0,-5.7%,6%,1,10%,·,0%,-9,-4
Cc1ccc(-n2nnc3c(=O)n(CC(=O)NCc4ccccc4)cnc32)cc1,-5,4.1%,1%,-1,1%,0,-4%,-8,-3
COc1ccccc1NC(=O)N(Cc1ccco1)Cc1cc2cc(C)cc(C)c2[nH]c1=O,-7,-0.7%,1%,2,8%,-2,-6%,8,-7
CCCN1CCN(CCCNC(=O)c2cc3c(=O)n(C)c4ccccc4c3n2C)CC1,·,0.6%,3%,1,-4%,17,-6%,18,-2
CCC(CC)c1nnc(NC(=O)c2ccc(S(=O)(=O)N3CCc4ccccc4C3)cc2)s1,·,2.2%,3%,1,2%,1,-2%,33,11
Cc1cc(NC(=O)CSc2nc(N)c(NC(=O)c3ccco3)c(=O)[nH]2)no1,14,-2.8%,-3%,2,-5%,6,-5%,-17,2
CCCn1c(SCC(=O)Nc2ccccc2OC)nnc1-c1ccco1,7,-0.5%,?,1,-26%,8,0%,13,-4
O=C(c1ccncc1)N1CCN(C(=O)c2cccc3ccccc23)CC1,-11,1.9%,2%,3,1%,1,-3%,4,1
Cc1ccc(C)c2nc(N3CCCC3)c(C#N)cc12,3,0.2%,0%,0,2%,-2,-1%,-13,3
O=C(CC12CC3CC(CC(C3)C1)C2)NCO,5,3.6%,2%,4,-6%,-5,-2%,-4,3
CCOc1ccc(S(=O)(=O)N(CC(=O)N2CCC(C(N)=O)CC2)c2ccc(F)cc2)cc1,-2,-3.6%,3%,-1,-10%,-16,0%,-8,-4
Cc1cccc(N2CCN(C(=O)c3ccc4c(c3)NC(=O)C(CSCc3cccc(F)c3)N4)CC2)c1C (centres undefined),·,-0.6%,·,1,·,8,·,-1,-8
CC1=Nc2cc(C(=O)NC3CCCC3)ccc2Sc2ccc(Cl)cc21,-38,0.1%,?,2,1%,·,-6%,2,-4
CC(C)c1nc2scc(-c3ccc(Cl)cc3)c2c(=O)n1N,-11,0.4%,-1%,4,-11%,9,8%,-21,-2
COc1ccc(-n2c(=O)c(NC(=O)c3ccccc3)c3n(c2=S)CCCCC3)cc1,-15,0.1%,-2%,2,1%,2,-3%,-31*,-4
COC(=O)Nc1ccc(S(=O)(=O)Nc2cc(OC)nc(OC)n2)cc1,-13,0.8%,0%,3,1%,14,-4%,-10,-1
O=C(CSc1ncn[nH]1)Nc1ccccc1Sc1ccccc1,22,2.5%,-2%,1,-8%,5,-2%,14,-2
COc1ccc(CCN2CC(C(=O)Nc3ccc4c(c3)OCO4)CC2=O)cc1OC (centres undefined),19,-3.5%,1%,3,1%,0,-4%,-4,0
COC(=O)CSc1[nH]c(=O)cc(C)c1C#N,-23,3.0%,-4%,1,-16%,10,-2%,-1,-1
CCCc1c(C)nc2ccccc2c1SCCC#N,3,-2.8%,-2%,0,-1%,18,-2%,-11,-1
COc1ccc(OC)c(NC(=O)c2cc3c(s2)-c2ccccc2SC3)c1,-4,2.7%,·,5,·,-7,·,5,-2
O=C(Cc1cccs1)NCc1ccc(Cl)cc1,9,3.5%,-5%,0,1%,-3,4%,5,7
CSc1ccc(S(=O)(=O)N2CC(=O)Nc3ccccc32)cc1,4,-0.2%,-1%,1,-5%,-2,-2%,3,0
CC(=O)Nc1cccc(NC(C)=O)n1,8,1.0%&0.2%,-9%,3&-4,2%,8&10,-3%,-5&8,0&6
Cc1ccc(N2CC(C(=O)Nc3nnc(SCc4ccccn4)s3)CC2=O)cc1 (centres undefined),-8,0.5%,-2%,4,6%,6,-3%,0,1
CCOc1cc(NC(=O)c2ccccc2[N+](=O)[O-])c(OCC)cc1NC(=O)CC(C)C,16,0.2%,-4%,1,-11%,20,-5%,3,-3
CC1(C)CC(=O)C=C(Nc2ccc(F)c(Cl)c2)C1,6,-0.5%,-1%,4,-5%,2,-5%,3,-7
CC(C)NS(=O)(=O)c1ccc(OCC(=O)Nc2ccc3c(c2)OCO3)cc1,-4,1.8%,0%,1,-6%,·,-8%,-27,-2
CCN1C(=O)[C@H]2[C@@H](c3ccc(-c4ccc(OC)cc4)cc3)N3CCC[C@@]3(C(=O)OC)[C@H]2C1=O,·,-2.3%,-11%,2,0%,-15,-3%,-3,-4
O=C(CN1CCN(Cc2cccc(F)c2)CC1)Nc1ccccc1F,-1,-0.9%,0%,2,-3%,-14,-2%,4,-4
CCN(CC(=O)NC1CCS(=O)(=O)C1)c1nc(-c2cccnc2)nc2ccccc12 (centres undefined),-11,3.1%,-1%,5,4%,-7,-2%,17,-4
FCCCOc1ccc(-c2ccnc3ncnn23)cc1,-1,15%,-2%,2,-34%,9,0%,-5,-1
Cc1cccc(NC(=O)Cn2c(=O)n(CC3CCC(C(=O)NCCc4ccccc4)CC3)c(=O)c3ccccc32)c1 (centres undefined),·,3.0%,-4%,0,-2%,-5,-3%,-5,0
O=C(NCCCN1CCOCC1)c1cc(S(=O)(=O)N2CCN(c3ccccc3)CC2)ccc1Cl,18,0.9%,5%,0,4%,-2,-3%,9,-3
CC(Sc1n[nH]c(=O)n1Cc1ccccc1)C(=O)NC1CCCCC1C (centres undefined),-13,-0.7%,0%,4,5%,12,-5%,9,-4
CN1CCN(C(=S)Nc2ccc(Cl)cc2)CC1,-4,1.0%,4%,0,0%,-1,-2%,·,-4
CCCc1cc(C(=O)OC)c(NC(=O)CCC(=O)O)s1,-4,4.0%,2%,2,-8%,9,-2%,4,18
Cc1cc(NS(=O)(=O)c2ccc(NC(=O)/C=C/c3cccc(Cl)c3)cc2)no1,-20,-3.8%,-16%,10,3%,-12,-4%,2,5
Cc1cc(C)c(OCC(=O)NCC2COc3ccccc3O2)c(C)c1 (centres undefined),?,-0.1%,-3%,5,-14%,2,-3%,-9,-3
COc1ccc2c(c1)c(C(=O)N/N=C/c1ccc(Br)cc1)c(C)n2C,-2,0.6%,?,7,-3%,-18,-1%,21,6
CC1(C)[C@@H](O)CC[C@]2(C)[C@H]3C(=O)C=C4[C@@H]5C[C@@](C)(C(=O)O)CC[C@]5(C)CC[C@@]4(C)[C@]3(C)CC[C@@H]12,·,3.8%,2%,2,-1%,4,-1%&-4%,28,1
COc1cccc(C(=O)NNC(=S)NC2CCCCC2)c1,·,2.6%,1%,6,3%,-20,3%,-7,2

# As entered above:
# Reading for `Cc1ccc(C(=O)O/N=C/c2ccc3c(c2)OCO3)cc1` under RXFP1 ag: -1.2%
# Reading for `CC1(C)CC(=O)C=C(Nc2ccc(F)c(Cl)c2)C1` under D1 potentiator: -7

# (list continues)
SMILES,RXFP1 antag,RXFP1 ag,Vif-APOBEC3G blk,D1 ag,Vif-APOBEC3F blk,D2 potentiator,Glioma ERSR ind,D1 antagonist,D1 potentiator
COCCCN=C1NN=C(c2cc(C)n(Cc3ccco3)c2C)CS1,-2,1.7%,?,9,-11%,-3,-12%,-19,1
CCOc1cc(S(=O)(=O)NCc2ccco2)c(OCC)cc1-n1cnnn1,-2,0.1%,1%,1,0%,2,-1%,-10,0
O=C(Cc1ccccc1)NCC(=O)N1CCCCC1,4,-0.9%,-2%,3,-12%,-12,3%,12,0
O=c1cc(C(F)(F)F)[nH]c2ccc(C(F)(F)F)cc12,-13,-3.5%,0%,22,6%,-1,-4%,-27,-1
Cc1ccc(S(=O)(=O)N(C)C)cc1NC(=O)c1cc(=O)c2ccccc2o1,-10,5.3%,-2%,2,4%,-7,-3%,11,-3
c1ccc(CCCN2CCN(c3ccccn3)CC2)cc1,1,-0.2%,4%,0,1%,-19,-2%,-11,-7
Cc1ccc2ncnc(NCCCCCC(=O)O)c2c1,3,17%,-7%,-1,-16%,2,-2%,9,-2
Cc1ccc(C2=NC(c3ccc(F)cc3)=Nc3ccc(C)cc3N2)cc1,-9,1.0%,·,1,·,3,·,-40*,-2
CCOC(=O)Cn1cnc2c(cnn2-c2ccc(C)c(C)c2)c1=O,-10,-1.2%,-3%,7,-1%,4,1%,-4,-2
Cc1cc(C)n(CC(=O)NC2CCCCC2)n1,-5,0.5%,0%,1,3%,3,-2%,-2,0
CCN1CCN(CC(=O)Nc2sc3c(c2C#N)CCC3)CC1,-8,2.3%,2%,4,1%,-5,-5%,-12,-2
c1ccc(Nc2nnc(SCc3cccc4ccccc34)s2)cc1,-2,1.4%,-6%,1,-6%,12,-2%,-6,1
Cc1cc(C)cc(NC(=O)N2C3CCCC2CC(NC(=O)C2CC2)C3)c1 (centres undefined),8,-1.6%,1%,0,4%,8,-2%,6,1

# An excerpt; count on the stated rates, not on these rows.
